# TRHR agonist: agonists of human TRH receptor; 0.18% of 360,000 active; TRHR cells, calcium flux fluo-8, FDSS agonist mode; activation, % at 2 µM; P34981; AID 493084; in the data active = activation above about 30%; note: 0% is about no effect
#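 TRHR-expressing cells, plated overnight in medium with 10% serum, were loaded with fluo-8 calcium dye at room temperature. After a 10 s baseline, library compound was pin-added and calcium release was recorded kinetically (ex 480/em 530) as agonist response.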
# TrxR1 substrate: is turned over as a substrate by rat TrxR1; purified TrxR1 substrate turnover, NADPH consumption readout; Potency, µM (titrated, usually from 114 µM), for inactives: top-dose activity change, negative = substrate turnover; 0.01% of 390,000 active; AID 588456; note: potency is the fitted concentration of half-maximal effect; % is set by controls: 0 for no effect and ±100 for the full control effect; nearly all actives have a fitted effect of over 50% in size
#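 Rat TrxR1, dispensed at 90 nM, was prereduced with 400 uM NADPH (final) for 5 min at ~22 deg C, then incubated with compound 15 min before 400 uM selenite. A first-read NADPH fluorescence drop versus no-compound background flagged substrates.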
# mIDH1 inhibitor: inhibitors of human mutant IDH1 R132H. O75874. IDH1-R132H enzyme, NADPH consumption, diaphorase/resazurin fluorescence. Potency, µM (top dose mostly 76.6 µM), without a hit: at the highest dose activity change, negative = inhibition, actives largely listed as inhibitors. 0.093% of 390,000 active; note: potency is the fitted concentration of half-maximal effect; % is set by controls: 0 for no effect and ±100 for the full control effect; nearly all actives have a fitted effect of over 65% in size
#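 IDH1-R132H (0.5 ug/mL) preincubated 30 min with compound, then NADPH (0.016 mM) and alpha-KG (2 mM) added; 80 min at RT, pH 7.5. Remaining NADPH coupled via diaphorase/resazurin to fluorescence (540/590 nm); concentration-response curves normalized to no-enzyme control.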
# TRHR enhancer: allosteric enhancers of human TRH receptor. 0.66% of 360,000 active. AID 493056. P34981. enhancement, % at 2 µM. TRHR cells, fluo-8 calcium fluorescence, EC20 TRH enhancement; in the data active = enhancement above about 30%; note: 0% is about no effect
#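 TRHR-expressing cells loaded with fluo-8 calcium dye were read kinetically (ex 480/em 530) during compound addition, then stimulated with an EC20 of TRH (10 nM final). Enhancement of the Gq-mediated intracellular calcium response was scored.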
# D2 agonist: agonists of human D2 dopamine receptor. HEK293 T-REx D2 cells, calcium flux agonist mode. 0.53% of 340,000 active. P14416. activation, % at 2 µM;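 active = activation over 3 SD above normal in the single-dose calcium agonist read, cut at about 30% in these data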; note: 0% is about no effect
#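 Tetracycline-induced HEK293 Trex cells with D2 receptor force-coupled to calcium signaling, plated overnight at 30 C and loaded with no-wash calcium dye. Calcium flux read kinetically for 180 s after compound addition; responses flag agonists.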
# TrxR1 inh: blocks rat thioredoxin reductase 1; O89049; recombinant rTrxR1, NADPH fluorescence consumption, selenite substrate; Potency, µM (series often up to 114 µM), for the others: top-dose activity change, negative = inhibition, usual class: inhibitors; 1% of 390,000 active; AID 588453; note: potency is the fitted concentration of half-maximal effect; % is set by controls: 0 for no effect and ±100 for the full control effect; nearly all actives have a fitted effect of over 65% in size
#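 Rat TrxR1 (90 nM in the dispensed reagent) was pre-reduced with 400 uM NADPH for 5 min at room temperature, then incubated with compound for 15 min. After 400 uM selenite was added, NADPH fluorescence (Ex 340/Em 450 nm) was followed for 8 min.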
# USP1 inh: USP1/UAF1 (human) deubiquitinase inhibition. O94782. recombinant USP1/UAF1, Ub-Rhodamine cleavage fluorescence. Potency, µM (series often up to 57.1 µM), for inactives: at the top dose activity change, negative = inhibition, usual class: inhibitors. 0.23% of 390,000 active. AID 743255; note: potency is the fitted concentration of half-maximal effect; % is set by controls: 0 for no effect and ±100 for the full control effect; nearly all actives have a fitted effect of over 60% in size; inactives centre near -12
# Target sequence (O94782 whole entry, looked up): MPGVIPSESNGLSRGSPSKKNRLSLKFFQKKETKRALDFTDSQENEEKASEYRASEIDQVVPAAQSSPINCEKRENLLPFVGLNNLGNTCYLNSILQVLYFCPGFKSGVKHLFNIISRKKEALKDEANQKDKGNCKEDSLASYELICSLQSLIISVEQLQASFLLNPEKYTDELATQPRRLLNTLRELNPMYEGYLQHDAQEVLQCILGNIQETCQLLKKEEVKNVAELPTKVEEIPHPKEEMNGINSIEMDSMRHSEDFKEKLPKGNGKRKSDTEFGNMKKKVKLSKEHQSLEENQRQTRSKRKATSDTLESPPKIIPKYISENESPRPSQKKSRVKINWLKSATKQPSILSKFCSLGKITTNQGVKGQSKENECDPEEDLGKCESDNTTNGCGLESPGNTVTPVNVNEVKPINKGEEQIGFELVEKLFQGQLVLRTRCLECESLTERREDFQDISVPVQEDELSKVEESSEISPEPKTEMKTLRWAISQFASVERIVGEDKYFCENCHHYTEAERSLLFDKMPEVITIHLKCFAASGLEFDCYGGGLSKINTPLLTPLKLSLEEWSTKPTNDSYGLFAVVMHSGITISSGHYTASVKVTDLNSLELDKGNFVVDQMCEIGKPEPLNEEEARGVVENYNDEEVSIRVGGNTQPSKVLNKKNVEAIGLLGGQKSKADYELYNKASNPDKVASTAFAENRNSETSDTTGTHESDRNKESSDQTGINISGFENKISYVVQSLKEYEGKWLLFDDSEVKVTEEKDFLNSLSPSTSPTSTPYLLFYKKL
#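 USP1/UAF1 complex at 1 nM was preincubated with compound for 15 min at room temperature, then Ub-Rho substrate (150nM final) was added. Fluorescence (480/540 nm) was read kinetically, 6 reads every 60 seconds.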
# D2 antagonist: D2 dopamine receptor (human) antagonism; HEK293 TREx D2 cells, calcium flux, dopamine EC80; 2% of 340,000 active; inhibition, % at 10 µM; P14416; in the data active = inhibition above about 30%; note: 0% is about no effect
#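 Inhibition of EC80 dopamine-driven calcium flux, recorded kinetically, defines activity here; cells are a tetracycline-induced HEK293 T-REx line expressing force-coupled D2.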
# Pin1 inhibitor: blocks the human prolyl isomerase Pin1 | Potency, µM (doses to about 115 µM), inactives show at the top dose activity, negative = inhibition, hits mostly inhibitors | Q13526 | 0.009% of 390,000 active | Pin1 FP peptide displacement, HiFluor488, 10 min; active = well fitted inhibition curve with a large enough effect in the polarisation, with a control signal flat, not every such curve was filed as active; inconclusive = small, poorly fitted or top-dose-only effect, or effect the other way, or a change in a side signal; inactive = no such curve, though single readings can be large or run the other way; the % refers to the polarisation; note: potency is the fitted concentration of half-maximal effect; % is set by controls: 0 for no effect and ±100 for the full control effect
# Target sequence (Q13526 whole entry, looked up): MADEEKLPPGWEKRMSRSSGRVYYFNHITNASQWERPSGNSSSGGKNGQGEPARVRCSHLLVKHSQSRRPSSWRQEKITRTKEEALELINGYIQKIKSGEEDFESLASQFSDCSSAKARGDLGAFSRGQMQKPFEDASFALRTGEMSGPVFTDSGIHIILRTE
# An asterisk follows results filed as active; ? = inconclusive; . = no result given; [ ] = dose if it differs, or a comment. Unless noted, calls come from the whole dose curve; as a rule, active = well fitted inhibition curve with a large enough effect; inconclusive = small, poorly fitted or top-dose-only effect; inactive = no such curve, though single readings can be large or run the other way. Only part of the results is shown; rates above refer to the full screens.
# The opening 12 entries, ahead of the listing:
SMILES,TRHR agonist,TrxR1 substrate,mIDH1 inhibitor,TRHR enhancer,D2 agonist,TrxR1 inh,USP1 inh,D2 antagonist,Pin1 inhibitor
Cc1cccc(-c2nc3c(c(=O)c4ccccc4n3C)c(=O)n2-c2ccccc2)c1,-1.5,7%,-2%,9,-0.6,24%,-18%,12,-7%
O=C(c1ccc(Br)s1)N1CCN(S(=O)(=O)c2ccccc2)CC1,0.1,-14%,1%,-15,-0.6,-17%,-7%,-10,?
O=C(NC1CC(=O)c2sccc21)c1ccc(Cl)cc1Cl (centres undefined),1.0,1%,-6%,-1,-1.7,9%,-21%,-11,-3%
CCOc1ccc(CN(C)CC(=O)NCc2ccccc2)cc1,-0.9,5%,10%,-3,.,13%,-12%,.,-1%
COc1cc(/C=C2\C(=N)N3N=C(S(C)(=O)=O)SC3=NC2=O)ccc1OCCOc1ccccc1C,1.0,5%[57.1 µM],?,35*,-0.3,-1%[57.1 µM],-25%,-19,?
COc1ccc(N(CC(=O)Nc2cccc(OC)c2)S(=O)(=O)c2c(C)nn(C)c2C)cc1,0.2,-3%,-1%,6,0.0,-3%,-13%,-2,-1%
NS(=O)(=O)c1ccc(O)c(N2C(=O)c3cccc4c(C(=O)c5ccccc5)ccc(c34)C2=O)c1,-0.2,.,.,2,-0.9,.,.,-4,.
COc1ccc(N2CC(NC(=O)c3cc4ccccc4o3)CC2=O)cc1OC (centres undefined),0.2,4%[57.1 µM],-5%,8,0.1,12%[57.1 µM],-3%,.,-3%
CCC1CCC(c2nnc(-c3ccc(Br)cc3)o2)CC1 (centres undefined),-0.4,-7%,1%,-3,-0.3,-5%,-15%,1,-1%
COc1ccccc1CN(CC(=O)NCc1ccc2c(c1)OCO2)C(=O)c1csnn1,-0.1,3%,-6%,-8,1.6,14%,-26%,17,0%
COc1ccc(/C=N/NC(=O)c2[nH]c(C)c(C(=O)N/N=C/c3ccc(OC)cc3)c2C)cc1,-1.4,-8%,0%,0,-0.4,-5%,-21%,14,20%
COc1ccc(C(CNC(=O)c2cc(S(=O)(=O)N3CCN(c4ccccc4)CC3)ccc2Cl)N(C)C)cc1 (centres undefined),.,-3%,10%,.,.,6%,-22%,.,3%

# The listing, from the start:
SMILES,TRHR agonist,TrxR1 substrate,mIDH1 inhibitor,TRHR enhancer,D2 agonist,TrxR1 inh,USP1 inh,D2 antagonist,Pin1 inhibitor
Cc1cccc(-c2nc3c(c(=O)c4ccccc4n3C)c(=O)n2-c2ccccc2)c1,-1.5,7%,-2%,9,-0.6,24%,-18%,12,-7%
O=C(c1ccc(Br)s1)N1CCN(S(=O)(=O)c2ccccc2)CC1,0.1,-14%,1%,-15,-0.6,-17%,-7%,-10,?
O=C(NC1CC(=O)c2sccc21)c1ccc(Cl)cc1Cl (centres undefined),1.0,1%,-6%,-1,-1.7,9%,-21%,-11,-3%
CCOc1ccc(CN(C)CC(=O)NCc2ccccc2)cc1,-0.9,5%,10%,-3,.,13%,-12%,.,-1%
COc1cc(/C=C2\C(=N)N3N=C(S(C)(=O)=O)SC3=NC2=O)ccc1OCCOc1ccccc1C,1.0,5%[57.1 µM],?,35*,-0.3,-1%[57.1 µM],-25%,-19,?
COc1ccc(N(CC(=O)Nc2cccc(OC)c2)S(=O)(=O)c2c(C)nn(C)c2C)cc1,0.2,-3%,-1%,6,0.0,-3%,-13%,-2,-1%
NS(=O)(=O)c1ccc(O)c(N2C(=O)c3cccc4c(C(=O)c5ccccc5)ccc(c34)C2=O)c1,-0.2,.,.,2,-0.9,.,.,-4,.
COc1ccc(N2CC(NC(=O)c3cc4ccccc4o3)CC2=O)cc1OC (centres undefined),0.2,4%[57.1 µM],-5%,8,0.1,12%[57.1 µM],-3%,.,-3%
CCC1CCC(c2nnc(-c3ccc(Br)cc3)o2)CC1 (centres undefined),-0.4,-7%,1%,-3,-0.3,-5%,-15%,1,-1%
COc1ccccc1CN(CC(=O)NCc1ccc2c(c1)OCO2)C(=O)c1csnn1,-0.1,3%,-6%,-8,1.6,14%,-26%,17,0%
COc1ccc(/C=N/NC(=O)c2[nH]c(C)c(C(=O)N/N=C/c3ccc(OC)cc3)c2C)cc1,-1.4,-8%,0%,0,-0.4,-5%,-21%,14,20%
COc1ccc(C(CNC(=O)c2cc(S(=O)(=O)N3CCN(c4ccccc4)CC3)ccc2Cl)N(C)C)cc1 (centres undefined),.,-3%,10%,.,.,6%,-22%,.,3%
O=C(Nc1ccccc1OC(=O)c1ccccc1)c1ccccc1,.,3%,-10%,.,.,14%,-18%,.,2%
CC(C)CC(=O)N1CCN(S(=O)(=O)c2ccc3ccccc3c2)CC1,-2.2,4%,-1%,5,0.5,24%,-7%,-3,-1%
O=C1CCC(C(=O)Nc2ccc(Cl)cc2)N1 (centres undefined),0.3,-3%[57.1 µM],-2%,11,-0.3,15%[57.1 µM],-19%,15,0%
COc1ccc(-c2nc(NC(=O)Cn3cnnn3)sc2C)cc1,0.7,8%,4%,-9,2.1,20%,-22%,6,-3%
O=C(O)c1ccc2noc(-c3ccccc3)c2c1,0.6,-1%[57.1 µM],5%,6,0.5,-56%,-14%,-11,-13%
Cc1cccc(CN2CCN(CC(=O)NCc3cccs3)C2=O)c1,-1.2,6%[57.1 µM],2%,-9,0.4,4%[57.1 µM],-6%,7,1%
Cc1cc(C)cc(NC(=O)COC(=O)CN=C2NS(=O)(=O)c3ccccc32)c1,-0.3,0%,-6%,5,-1.2,37%[0.0914 µM],-9%,-5,-3%
COc1ccc(C(CNC(=O)c2cccc(S(=O)(=O)Nc3cccc(C)c3)c2)N2CCOCC2)cc1 (centres undefined),-0.2,-8%,2%,0,0.0,0%,-13%,0,4%
CCOC(=O)CSC1=NN2CCS(=O)(=O)N=C2S1,0.7,2%,7%,0,0.2,?,-9%,-3,5%
O=C(Nc1cccc(C(F)(F)F)c1)c1cc(Br)cc2c1OCC2,0.7,10%[57.1 µM],-1%,-2,0.2,23%[57.1 µM],?,6,21%
CS(=O)(=O)N(CC(=O)N1CCN(c2ccccc2)CC1)c1ccc(Cl)c(C(F)(F)F)c1,0.0,-2%,9%,5,.,16%,-17%,.,3%
CC1CCCC(n2c(=S)[nH]c3ccccc3c2=O)C1C (centres undefined),-1.2,4%[57.1 µM],1%,2,0.3,18%[57.1 µM],-16%,-18,0%
O=C(COC(=O)C(Cc1c[nH]c2ccccc12)NC(=O)c1ccc(Cl)cc1)c1ccc(Cl)cc1 (centres undefined),0.3,-2%[57.1 µM],-11%,4,0.4,32%[57.1 µM],?,.,14%

# The listing continues:
SMILES,TRHR agonist,TrxR1 substrate,mIDH1 inhibitor,TRHR enhancer,D2 agonist,TrxR1 inh,USP1 inh,D2 antagonist,Pin1 inhibitor
Cc1ccc2c(c1)N(CC(=O)N1CCCCCC1)C(=O)C(C)O2 (centres undefined),-1.2,0%,2%,6,-3.0,14%,-10%,-8,-6%
CCOC(=O)c1c(C)[nH]c(C)c1S(=O)(=O)N1CCN(c2ccc([N+](=O)[O-])cc2)CC1,0.0,-9%,2%,-2,0.0,11%,-11%,-40,?
Cc1cccc(OCCn2c(=O)n(C)c3ccccc32)c1,-0.6,7%,11%,5,1.2,48%,-2%,-5,-8%
Nn1c(SCC(=O)Nc2ccc3c(c2)OCCO3)nnc(CCC(=O)O)c1=O,0.2,-7%,-2%,1,.,10%,-21%,.,-8%
COc1cc(C(=O)Oc2ccc3ccc(O)cc3c2)cc(OC)c1OC,1.3,-1%,-1%,-13,0.5,21%,-23%,-2,3%
CCN(CC)C(=O)N1CCC(NC(=O)Cc2ccccc2)CC1,-0.2,-9%,-1%,2,0.3,2%,-3%,15,-5%
O=C(CSc1nnc(-c2ccccc2)c(-c2ccccc2)n1)Nc1ccccc1Cl,0.1,-2%[57.1 µM],-12%,-4,.,11%[57.1 µM],?,.,?
COc1cc(Cl)c(C)cc1NC(=O)c1sc2nc3n(c(=O)c2c1C)CCCCC3,-0.2,5%,6%,-5,0.2,10%,-16%,.,-4%
O=C(OCc1cccc(Cl)c1)c1cc(S(=O)(=O)N2CCCCC2)ccc1N1CCOCC1,0.3,0%,7%,9,0.4,10%,-18%,15,9%
Clc1ccc(-c2nc3ncccn3c2Nc2ccc3c(c2)OCO3)cc1,.,-11%,-3%,.,.,21%[57.1 µM],-8%,.,-3%
Cn1c(=N)n(CC(=O)c2ccc(Cl)c(Cl)c2)c2ccccc21,-1.8,9%[57.1 µM],16%,4,-0.1,16%[2.29 µM],1%,-26,2%
COc1cc2c(cc1OC)CN(C(=O)C1CCCN(C(=O)c3ccc(Cl)cc3)C1)CC2 (centres undefined),0.0,8%,3%,0,-0.1,20%,-16%,-13,-2%
Cn1cccc1/C=N/N1CCN(Cc2ccc(Cl)cc2)CC1,-0.8,-1%,-5%,0,.,-16%,-8%,.,8%
CCCCN(C(=O)c1ccc(S(=O)(=O)N2CCCCC2)cc1)C1CCS(=O)(=O)C1 (centres undefined),0.6,17%,6%,-3,0.0,30%,-4%,13,-8%
Cn1c(=O)[nH]c(=O)c2c1nc(NCCN)n2CCOc1ccccc1,-0.3,-9%,16%,1,0.5,7%[57.1 µM],-8%,-2,-1%
COc1ccc(-c2cc(=O)c3cc(C)ccc3[nH]2)cc1,-0.2,10%,18%,7,0.2,8%,-18%,14,-9%
c1ccc(-c2sc3ccccc3c2-c2ccc(OCCN3CCCCC3)cc2)cc1,.,3%[57.1 µM],5%,.,.,28%[57.1 µM],-28%,.,3%
Cc1cc(OCc2cccc(Cl)c2)c(C)cc1CN1CCOCC1,0.3,4%,2%,-3,0.2,31%,-31%,12,-6%
O=C1CC(N(O)c2ccccc2)C(=O)N1c1ccc(Cl)c(Cl)c1 (centres undefined),0.4,-1%,-13%,-4,0.0,0%,4%,-9,-3%
